# Source: PubChem
# Casp6 inh: inhibitors of human caspase-6. 350,000 compounds, 0.53% hits. inhibition, % at 12.5 µM. P55212. purified caspase-6, Z-VEID-R110 cleavage fluorescence;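 active means mean inhibition across replicates at least about 35%, with every replicate also reaching that limit, limit read from the data; inconclusive means only one of the two criteria met; inactive means neither criterion met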;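 further: 0% = median of neutral control wells and 100% = no fluorescence left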
# CFTR F508del cor: correctors of CFTR F508del function in bronchial epithelial cells; CFBE cells, YFP halide quenching; stimulated with forskolin plus potentiator P3; % fluorescence drop versus neutral controls; activity (quench increase), % at 7.58 µM; 350,000 compounds, 0.36% hits; AID 720511;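 active means mean added fluorescence quench of at least 8% versus neutral control, with both replicates also reaching 8%; inconclusive means only one of the mean or replicate conditions met; inactive means mean below 8% and not both replicates reaching 8%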;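 further: cells transiently co-express mutant CFTR-F508del with the halide-sensitive YFP; corrector assay measuring rescue of mutant channel to the surface after 24 h compound exposure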
# Xi reactivation: X-chromosome reactivation activator; XiGFP mouse fibroblasts, % GFP-positive cells imaging, 3 d; cells co-treated with 5-aza-dC sensitizer; scaled so ellipticine positive control = 100%; activation, % at 7.58 µM; 360,000 compounds, 0.055% hits;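 active means mean normalized replicate activation at least 10% and every replicate at or above 10%; inconclusive means only one of the two criteria met; inactive means mean below 10% and not all replicates reach 10%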;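 further: 0% = median of on-plate neutral control wells and 100% = ellipticine 6 µM median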
#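 Schedule: 3 d treatment, 15 min room-temperature fixation; system: 68-5-11 XiGFP fibroblast line; buffer or medium: DMEM plus 5-aza-dC sensitizer; control set: ellipticine 6 µM positive control; compound: one concentration, pinned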
# RAD52 inh: inhibitors of human RAD52 DNA annealing. recombinant RAD52 DNA annealing, FRET fluorescence. inhibition, % at 18.7 µM. 360,000 compounds, 0.46% hits;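 active means every replicate showing at least 50% inhibition; inconclusive means mean inhibition at least 50% but not in every replicate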
# DENV2 CPE: DENV2-induced cell death inhibition; CPE inhibition, % at 9.99 µM; 350,000 compounds, 1.7% hits; DENV2-infected cells, cytopathic effect rescue, plate reader; in the data active means CPE inhibition above about 20%, passing the limit was not always enough; inconclusive means no clear call, values can overlap the other calls; tested in BHK-21 cells;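 further: 0% = median of neutral control wells and 100% = median of positive control wells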
# RAD54 inh: blocks human RAD54 Holliday junction branch migration; Q92698; FAM/BHQ fluorescence; inhibition, % at 10.4 µM; 360,000 compounds, 0.14% hits;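 active means mean normalized replicate activity at least 40 and at least half of replicates scoring 40 or more; inconclusive means only one of the two criteria met; inactive means mean below 40 and under half of replicates reaching 40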;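 further: 0% = median of neutral control wells and 100% = median of positive control wells; inhibitors cause a drop in the FAM fluorescence signal; in these data hits start at about 50%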
# Target sequence (Q92698 whole entry, looked up): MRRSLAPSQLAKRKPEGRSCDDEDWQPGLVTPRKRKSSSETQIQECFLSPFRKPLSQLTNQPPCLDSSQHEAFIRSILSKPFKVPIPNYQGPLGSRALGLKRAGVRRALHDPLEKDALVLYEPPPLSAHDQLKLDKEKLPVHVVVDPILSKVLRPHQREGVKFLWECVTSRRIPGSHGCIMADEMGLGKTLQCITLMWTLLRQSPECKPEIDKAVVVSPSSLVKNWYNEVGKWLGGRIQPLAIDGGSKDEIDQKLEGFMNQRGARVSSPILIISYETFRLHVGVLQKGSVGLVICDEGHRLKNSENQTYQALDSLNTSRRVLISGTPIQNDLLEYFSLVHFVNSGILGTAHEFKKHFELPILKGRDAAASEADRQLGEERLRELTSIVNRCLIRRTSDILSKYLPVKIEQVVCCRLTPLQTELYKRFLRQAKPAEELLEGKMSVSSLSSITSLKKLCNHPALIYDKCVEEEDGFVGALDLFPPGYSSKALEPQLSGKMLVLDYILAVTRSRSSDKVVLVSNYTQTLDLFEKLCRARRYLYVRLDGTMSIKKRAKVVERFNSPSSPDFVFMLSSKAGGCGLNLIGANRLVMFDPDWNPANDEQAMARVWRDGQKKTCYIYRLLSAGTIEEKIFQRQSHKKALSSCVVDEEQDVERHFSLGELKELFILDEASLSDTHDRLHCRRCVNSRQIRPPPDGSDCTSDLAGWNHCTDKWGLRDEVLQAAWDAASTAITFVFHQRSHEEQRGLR
# INS-1E GSIS act: GLuc luminescence reporter in INS-1E cells, primary screen for activators of glucose-dependent secretion of insulin; INS-1E GLuc reporter insulin secretion, 2-3 h; activation, % at 16.6 µM; 370,000 compounds, 0.61% hits; AID 743287;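 active means lowest replicate activation of at least 40%, so every replicate reaches that level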;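 further: 0% = median of neutral control wells and 100% = median of IBMX positive control wells; some compounds called inactive have numbers as strong as hits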
# E-selectin induc: E-selectin induction on HUVECs. P16581. HUVEC E-selectin immunofluorescence imaging; normalized: neutral wells 0, TNF-alpha wells 100. activation, % at 7.58 µM. 260,000 compounds, 0.37% hits;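 active means mean E-selectin-positive cell signal at least 10% of the positive control, reached in at least 60% of replicates, without over 20% cell loss; inconclusive means no rule given, readout overlaps actives, possibly toxicity-flagged; inactive means the rest, including those meeting only one limit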;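 further: in these data hits start at about 27%; measured in HUVEC primary endothelial cells; signal is the percent of cells scored E-selectin positive by PE staining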
#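 assay system = HUVEC, human umbilical vein endothelial cells | input = 3,000 HUVEC seeded per well | medium = EGM-2 growth medium on 0.1% gelatin-coated wells | dosing = one compound dose added by pin transfer | signal = immunofluorescence imaging | read-out basis = % PE-positive cells | control set = TNF-alpha, DMSO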
# * hit, by the source's call; ? = inconclusive; nt = not tested or not shown; & = joins results of further samples.
SMILES,Casp6 inh,CFTR F508del cor,Xi reactivation,RAD52 inh,DENV2 CPE,RAD54 inh,INS-1E GSIS act,E-selectin induc
CC(C)COCC(O)CC(Cc1ccccc1)C(=O)NN (stereo not given),2,0.5,0.0,-5,10,nt,-32,nt
CC(C)c1c(O)nc(SCCOc2ccc(Cl)cc2)[nH]c1=O,0,2.5,-0.2,-2,2,-14,-36,nt
COCCNc1ccc(-c2n[nH]c(=O)c3ccccc23)cc1[N+](=O)[O-],3,0.4,0.1,-13,-3,-12,11,-0.1
CN(C)C(CNC(=O)c1cc(-c2ccco2)nc2ccccc12)c1ccccc1 (stereo not given),-2,-0.9,0.0,-30,-14,3,0,0.4
Cc1ccc(C(C)NC(=S)NCc2ccc(F)cc2)cc1C (stereo not given),-1,-5.8,0.0,-9,13,-2,-40,0.3
Cn1cc(C(=O)c2cccc(Cl)c2)cc1C#N,1,-1.7,0.2,-10,-6,nt,48,nt
CCN1CCN(c2ncnc3c2cnn3-c2ccccc2)CC1,-6,0.9,0.0,-12,4,-1,2,-0.2
O=C(CCCN1C(=O)S/C(=C\c2ccccc2)C1=O)NNC(=O)c1ccccc1O,2,-2.1,0.2,-13,6,nt,-2,-3.0
O=S(=O)(Nc1cc(S(=O)(=O)N2CCOCC2)ccc1N1CCOCC1)c1ccc2c(c1)OCCO2,3,-1.1,0.0,-12,3,nt,3,nt
COc1ccc(/C=C(\C#N)C(=O)c2cccn2C)cc1,-2,-0.5,0.0,-14,-5,-5,17,0.1
O=C(NCCSSCCNC(=O)c1ccccc1)c1ccccc1,2,-0.2,0.1,7,-7,nt,6,0.2
Cc1ccnc(NCc2cccc3ccccc23)c1,5,-2.5,0.0,18,13,9,7,nt
CC(c1ccccc1)N(CC(=O)NC1CCCCC1)S(=O)(=O)c1cccc(C(F)(F)F)c1 (stereo not given),-1,3.6,-0.1,-11,1,-6,-2,nt
O=C(COCc1cc(-c2ccco2)on1)NC1CCCCC1,-2,-1.6,0.0,-14,1,10,19,nt
Cc1ccc(C(=O)OC(C)C(=O)NC2CCCCC2)cc1S(=O)(=O)N1CCCCC1 (stereo not given),6,1.6,0.1,2,-2,11,-32,3.1
CCn1cc(C2=NOC(C(=O)Nc3ccccc3C(=O)OC)C2)c(C)n1 (stereo not given),1,-3.0,nt,3,-1,nt,nt,nt
CC(C)(C)S(=O)N1Cc2cc(C(=O)NCc3ccc4c(c3)OCO4)nc(-c3cccc(-c4ccncc4)c3)c2[C@H]1CCO (stereo not given in full),7,-1.2,0.2,-58,18,-1,29,0.0
CO[C@H]1CN(C)C(=O)c2cc(NC(=O)C3CC3)ccc2OC[C@H](C)N(Cc2ccc(F)cc2)C[C@H]1C,15,-0.1,-0.4,4,1,-17,-4,0.1
O=C(CSc1nccc(=O)[nH]1)N1CCN(c2ccccc2)CC1,3,2.1,-0.1,-35,-2,nt,16,nt
COc1cc([N+](=O)[O-])ccc1NC(=O)Nc1ccc2c(c1)OCCO2,0,-1.3,0.1,5,-5,nt,-6,nt
Cc1ccc(S(=O)(=O)Nc2ccc3c(c2)C(=O)N([C@H](C)CO)C[C@H](C)[C@H](CN(C)Cc2ccncc2)OCCCC[C@H](C)O3)cc1,-2,-1.0,0.1,4,0,-21,-3,nt
COc1ccc(OC)c2c1CC(C)(C)NC2=O,0,-1.3,0.2,-17,-1,-1,5,-0.1
C[C@@H]1CCCCO[C@H](CN(C)Cc2ccncc2)[C@@H](C)CN([C@@H](C)CO)C(=O)c2cc(NS(C)(=O)=O)ccc2O1,-1,0.1,0.1,-8,8,4,5,0.0
CCOc1ccc(NC(=O)N[C@@H](Cc2ccccc2)C(=O)O)cc1,0,0.1,0.0,-4,16,nt,4,2.9
CNCCNC[C@H](Cc1cccc2ccccc12)NCCc1ccccc1,-8,-0.5,0.1,29,nt,11,29,-0.2
Cc1cc(C)c2[nH]c(C(=O)N3CCC(n4nccc4NC(=O)C4CC4)CC3)c(C)c2c1,1,0.4,0.0,-2,-7,0,-34,1.1
Cc1cc(=O)oc2cc(OC(C)C(=O)NC3CCN(Cc4ccccc4)CC3)ccc12 (stereo not given),-6,-2.2,0.1,-14,1,8,26,nt
C[C@H](CO)N1C[C@H](C)[C@H](CN(C)S(=O)(=O)c2ccc(F)cc2)OCCCC[C@H](C)Oc2ccc(NC(=O)Nc3ccc4c(c3)OCO4)cc2C1=O,0,0.0,0.0,-8,-7,-9,-3,0.1
C[C@H](CO)N1C[C@H](C)[C@H](CN(C)C(=O)Nc2ccccc2)OCc2ccccc2-c2ccccc2C1=O,-1,-0.9,0.1,9,4,10,22,-0.1
COc1ccc2c3c(n(C)c2c1)[C@@H](CO)N(C(=O)Nc1ccc(F)cc1)CC31CCN(S(=O)(=O)c2cccs2)CC1,2,1.2,-0.1,1,-8,nt,11,-0.2
COc1ccc(CCNC(=O)c2cc(-c3ccncc3)nc3c(Cl)cccc23)cc1OC,1,-4.4,0.0,-30,-3,nt,-9,nt
CCOc1ccccc1CN1CCNC(=O)C1CC(=O)N(C)Cc1cnccn1 (stereo not given),-6,4.6,0.0,-18,-2,-4,1,-0.1
CC1CC(C)(C)N2C(=O)C(=C(C#N)C#N)c3cccc1c32 (stereo not given),1,0.9,0.1,1,-2,nt,nt,nt
Cc1ccccc1CSc1nnc(-c2ccccc2)c(=O)[nH]1,-1,0.1,0.0,-11,-1,nt,2,-0.7
CCN(CC)c1ccc(C(=O)N/N=C/c2ccc(N3CCOCC3)cc2)cc1,-3,3.2,0.0,-17,10,nt,-4,nt
CC(C)CNC(=O)CN(c1cccc(Cl)c1)S(C)(=O)=O,-2,-2.8,0.0,-4,5,6,4,nt
O=C(CCN1C(=O)c2ccccc2C1=O)c1ccccc1,nt,-0.8,-0.1,-4,-3,2,nt,1.0
C[C@@H]1CN([C@H](C)CO)C(=O)c2cc(Br)cnc2O[C@@H]1CN(C)Cc1ccc(-c2ccccc2)cc1,3&-1,-0.3&0.3,0.0&-0.9,-11&14,?,-7&-3,-22&-28,0.0&2.1
CCC(Oc1ccccc1)C(=O)OCC(=O)N(CC)c1c(N)n(Cc2ccccc2)c(=O)[nH]c1=O (stereo not given),1,-1.0,0.4,-6,-1,5,-6,nt
Cc1cc(C)c(C(=O)C(C)OC(=O)Cn2cnc3c2c(=O)n(C)c(=O)n3C)cc1C (stereo not given),3,-0.2,0.3,-9,-3,nt,-9,0.0
COc1ccc2c3c([nH]c2c1)[C@@H](CO)N(Cc1ccccc1)CC31CCN(C(=O)Nc2cccc(F)c2)CC1,-2,-0.4,0.4,-17,-8,nt,-34,-0.5
C[C@H]1CCCCO[C@H](CN(C)C(=O)c2ccncc2)[C@@H](C)CN([C@@H](C)CO)C(=O)c2cc(NC(=O)c3ccncc3)ccc2O1,2,1.3,0.0,-11,4,2,12,-0.3
CS(=O)(=O)Nc1ccc2c(c1)[C@H]1C[C@@H](CC(=O)NCc3ccccn3)O[C@@H](CO)[C@H]1O2,-3,-0.7,-0.1,1,0,-17,12,0.1
CN1c2ccc(-c3cccc(F)c3)cc2[C@H]2[C@H](CCN2C(=O)C2CC2)[C@H]1CO,0,-2.2,0.1,22,19,9,-25,0.2
CC1=NN(c2ccccc2)C(=O)/C1=C\c1sccc1C,0,-1.3,0.2,3,-1,-2,-6,17
CCC(Sc1nc(C)cc(C)n1)C(=O)Nc1cc(C)on1 (stereo not given),-1,1.5,0.0,-16,4,nt,12,nt
CN1[C@H](C(=O)NCc2ccccn2)[C@@H](CO)[C@@H]2Cn3c(ccc(-c4cccc(F)c4)c3=O)[C@@H]21,-1,nt,0.4,13,-11,-3,13,-0.5
Cc1cc2oc(=O)cc(CN(C)Cc3ccccc3Cl)c2cc1C,3,0.3,0.3,-15,-2,nt,-27,0.3
CCn1nc(C)c(CNC(=O)CCc2nnc(-c3ccc(C(C)=O)s3)o2)c1C,0,-1.6,-0.1,-9,-8,-3,nt,3.9
CO[C@@H]1CN(C)C(=O)c2cc(NS(=O)(=O)c3cccc(C)c3)ccc2OC[C@@H](C)NC[C@@H]1C,1,1.6,0.1,-4,-2,8,11,-0.1
CCC(=O)Nc1ccc2c(c1)OC[C@H](C)N(C(=O)C1CCC1)C[C@@H](C)[C@H](OC)CN(C)C2=O,-1,1.3,-0.5,5,0,-5,-10,-0.3
COc1ccc(CNC(=O)COC(=O)CCOc2ccc(C)cc2)cc1,5,-1.3,0.1,-6,12,7,18,nt

# By substructure, the compounds so far with an NH in an aromatic ring.
SMILES,Casp6 inh,CFTR F508del cor,Xi reactivation,RAD52 inh,DENV2 CPE,RAD54 inh,INS-1E GSIS act,E-selectin induc
CC(C)c1c(O)nc(SCCOc2ccc(Cl)cc2)[nH]c1=O,0,2.5,-0.2,-2,2,-14,-36,nt
COCCNc1ccc(-c2n[nH]c(=O)c3ccccc23)cc1[N+](=O)[O-],3,0.4,0.1,-13,-3,-12,11,-0.1
O=C(CSc1nccc(=O)[nH]1)N1CCN(c2ccccc2)CC1,3,2.1,-0.1,-35,-2,nt,16,nt
Cc1cc(C)c2[nH]c(C(=O)N3CCC(n4nccc4NC(=O)C4CC4)CC3)c(C)c2c1,1,0.4,0.0,-2,-7,0,-34,1.1
Cc1ccccc1CSc1nnc(-c2ccccc2)c(=O)[nH]1,-1,0.1,0.0,-11,-1,nt,2,-0.7
CCC(Oc1ccccc1)C(=O)OCC(=O)N(CC)c1c(N)n(Cc2ccccc2)c(=O)[nH]c1=O (stereo not given),1,-1.0,0.4,-6,-1,5,-6,nt
COc1ccc2c3c([nH]c2c1)[C@@H](CO)N(Cc1ccccc1)CC31CCN(C(=O)Nc2cccc(F)c2)CC1,-2,-0.4,0.4,-17,-8,nt,-34,-0.5
